TDP1 cell CPT – DT40-hTDP1 cell growth loss with CPT. AID 686979. Potency, µM (titrated, usually from 46.2 µM), for inactives: top-dose activity change, negative = growth inhibition, hits mostly inhibitors. chicken DT40 Tdp1-/-;hTDP1 cells + 20 nM CPT, ATP luminescence, 48 h. 12% of 420,000 active; note: nearly all actives have a fitted effect of over 55% in size
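Chicken DT40 Tdp1-/- cells stably complemented with human TDP1 were seeded at 400 cells/well in medium containing 20 nM camptothecin, exposed to pin-transferred compounds, and grown at 37 °C for at least 48 hr. Viability was read as ATP luminescence.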
GCN5L2 inh – blocks human GCN5L2 histone acetyltransferase | GCN5L2 HAT assay, ThioGlo1 CoA-SH fluorescence | 0.21% of 390,000 active | Potency, µM (series often up to 58.9 µM), for the others: at the top dose activity change, negative = inhibition, usual class: inhibitors | Q92830
Target sequence (Q92830 whole entry, looked up): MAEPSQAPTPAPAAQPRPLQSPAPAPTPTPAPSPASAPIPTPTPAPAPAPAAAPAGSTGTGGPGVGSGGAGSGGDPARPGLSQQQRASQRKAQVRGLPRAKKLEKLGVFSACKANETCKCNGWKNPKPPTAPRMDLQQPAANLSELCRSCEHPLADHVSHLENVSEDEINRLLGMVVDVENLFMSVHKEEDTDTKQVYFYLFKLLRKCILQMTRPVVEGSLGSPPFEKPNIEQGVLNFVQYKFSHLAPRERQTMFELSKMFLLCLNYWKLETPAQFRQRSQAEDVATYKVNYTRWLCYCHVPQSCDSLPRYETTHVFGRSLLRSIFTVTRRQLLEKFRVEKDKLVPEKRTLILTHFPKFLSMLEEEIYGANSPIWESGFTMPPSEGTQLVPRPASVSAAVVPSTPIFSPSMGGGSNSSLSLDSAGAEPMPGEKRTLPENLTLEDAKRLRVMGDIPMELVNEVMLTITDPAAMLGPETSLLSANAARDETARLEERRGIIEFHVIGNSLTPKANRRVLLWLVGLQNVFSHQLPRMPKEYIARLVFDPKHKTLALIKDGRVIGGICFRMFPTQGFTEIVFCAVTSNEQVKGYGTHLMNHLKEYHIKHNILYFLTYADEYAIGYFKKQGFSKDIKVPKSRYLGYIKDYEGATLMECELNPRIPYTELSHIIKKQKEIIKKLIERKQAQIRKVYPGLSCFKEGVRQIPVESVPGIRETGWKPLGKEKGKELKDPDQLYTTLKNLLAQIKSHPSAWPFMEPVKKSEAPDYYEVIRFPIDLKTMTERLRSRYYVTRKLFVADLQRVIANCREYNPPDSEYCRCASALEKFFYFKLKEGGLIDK
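Compounds, pin-transferred from DMSO stocks, meet 20nM GCN5L2 for 15 min before the reaction begins with H3(1-25) peptide (75uM) and acetyl-CoA (70uM). Thiol-reactive ThioGlo1 reports CoA release over 20 min at room temperature.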
DT40 TDP1 no CPT – qHTS for Inhibitors of human tyrosyl-DNA phosphodiesterase 1 (TDP1): qHTS in cells in absence of CPT. DT40 Tdp1-/- hTDP1 cells, no CPT, ATP luminescence, 48 h. Potency, µM (series often up to 46.2 µM), for the others: at the highest dose activity change, negative = growth inhibition, hits mostly inhibitors. 15% of 420,000 active. AID 686978, 2013; note: nearly all actives have a fitted effect of over 55% in size
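Chicken DT40 Tdp1-/- cells complemented with human TDP1, screened without camptothecin (DMSO vehicle only), 400 cells/well. Compounds pin-transferred, cells incubated at 37 °C for at least 48 hr. Growth read as ATP-dependent luminescence (CellTiter-Glo, 30 min at RT).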
* hit, by the source's call; ? = inconclusive; nt = not tested or not shown; & = joins results of further samples. Calls come from the whole dose curve; as a rule, active = well fitted curve in the direction sought with a large enough effect; inconclusive = small, poorly fitted or top-dose-only effect, or another doubt; inactive = no such curve, though single readings can be large; an effect the other way counts as inactive or inconclusive. % is set by controls: 0 for no effect and ±100 for the full control effect; potency is the fitted concentration of half-maximal effect. Only part of the results is shown (hit frequency here may not be typical).

Every second line gives: TDP1 cell CPT | GCN5L2 inh | DT40 TDP1 no CPT
O=C(C1CCCCC1)N1CCC2CC1c1cc(Cl)ccc12 (centres undefined)
→ ? | nt | ?
O=C(COc1ccccc1F)Nc1nnc(-c2ccncc2)s1
→ -4% | 0% | -4%
COc1ccc(C(=O)OCC(=O)NC(C)CCc2ccccc2)cc1OC (centres undefined)
→ -2% | -4% | -16%
CCOC(=O)N1CCc2c(sc(NC(=O)C3=COCCO3)c2C(N)=O)C1
→ ? | -1% | -10%
Cc1ccc2c(c1)N(CCCC(=O)Nc1cccc(C(F)(F)F)c1)C(=O)CO2
→ ? | -21%&-12% | 16µM*
CC1=NN(S(=O)(=O)c2ccc(C)cc2)C(=O)c2ccccc2O1
→ ? | 14% | ?
CCc1ccc2[nH]c(=O)c(CN(Cc3ccco3)Cc3nnnn3Cc3ccco3)cc2c1
→ ? | nt | 13µM*
CCOc1ncccc1C(=O)OCC(=O)c1c[nH]c2ccccc12
→ -26% | 1% | 11%
COC(=O)C1=C(N)Oc2cc(C)n(Cc3cccnc3)c(=O)c2C1c1ccccc1OC (centres undefined)
→ 5% | -8% | 1%
C[C@@H](O)Cc1cn(CC(=O)NCCCCCCCCCCC(=O)N2CCNCC2)nn1
→ -17% | -21% | -3%
Cc1ccc(C2(C)NC(=O)N(CC(=O)NC(C)c3ccccc3)C2=O)cc1 (centres undefined)
→ ? | -5% | -3%
COc1cccc(-c2nc(N3CCN(C)CC3)c3ccccc3n2)c1O
→ -110% | -4% | 16µM*
CC(=O)c1c(OC(=O)c2ccccc2Br)ccc2c(C)cc(=O)oc12
→ -25% | -3% | -25%
O=C(COC(=O)CNC(=O)c1ccccc1)NC1CCCC1
→ 15% | 4% | -1%
O=C(c1ccccc1F)N1CCN(S(=O)(=O)c2ccc3ccccc3c2)CC1
→ -20% | -6% | -4%
COc1ccc(-c2ccccc2)cc1NC(=O)[C@@H]1O[C@H](CO)[C@@H](O)[C@H]1O
→ 10% | nt | 3%
CCOC(=O)[C@]12CCC=C1N(CCC1=CCCCC1)C(=O)[C@H](CC(=O)NCCCCc1ccccc1)C2
→ ? | nt | 21µM*
COc1ccc(NS(=O)(=O)c2cccc(C(=O)NCC(c3ccc(OC)cc3)N3CCCC3)c2)cc1 (centres undefined)
→ 13µM* | -9% | ?
Cc1ccc(C(=O)CC2(O)C(=O)N(CN3CCOCC3)c3ccccc32)cc1 (centres undefined)
→ -17% | 1% | -1%
COc1ccc(CNC(=O)c2ccc3c(c2)N(Cc2ccccc2)C(=O)c2ccccc2S3(=O)=O)cc1
→ ? | -6% | -23%
CC1CCN(C(=O)CCC(=O)Nc2ccc([N+](=O)[O-])cc2)CC1
→ -3% | nt | -12%
CCOc1ccc(C2N(c3ccc(Cl)cc3)C(=O)C3CCCN32)cc1OC (centres undefined)
→ ? | -8% | -22%
CCOC(=O)C1=C(C)N(CCCC(=O)O)C(=O)NC1c1cccc(OC)c1 (centres undefined)
→ -3% | nt | 3%
C=CCc1cccc2cc(C(=O)NC(C)(C)C)c(=O)oc12
→ -1% | -2% | -16%
CCCCS(=O)(=O)NC1=NCN(CCOC(=O)c2ccccc2)CN1
→ 11% | nt | -5%
COc1ccc(NC(=O)C2(C)Cc3c(-c4ccc(C(N)=O)cc4)ccnc3O2)cc1 (centres undefined)
→ -10% | nt | -14%
Cc1ccc(S(=O)(=O)NCCC(c2ccc(F)cc2)c2ccco2)cc1 (centres undefined)
→ ? | -5% | ?
Cc1ccc(CSc2c(C)cnc3c2c(=O)n(C)c(=O)n3C)cc1
→ 23µM* | 1% | ?
O=C(CSc1nnc(CNC(=O)c2ccco2)o1)Nc1ccc(OC(F)(F)F)cc1
→ -9% | -12% | -18%
O=C(CC(=O)Nc1ccccc1F)Nc1ccc2nc3n(c(=O)c2c1)CCCCC3
→ -11% | 1% | ?

A second format for 4 compounds above:
> CCOC(=O)N1CCc2c(sc(NC(=O)C3=COCCO3)c2C(N)=O)C1
  TDP1 cell CPT = ?
  GCN5L2 inh = -1%
  DT40 TDP1 no CPT = -10%

> Cc1ccc2c(c1)N(CCCC(=O)Nc1cccc(C(F)(F)F)c1)C(=O)CO2
  TDP1 cell CPT = ?
  GCN5L2 inh = -21%&-12%
  DT40 TDP1 no CPT = 16µM*

> CC1=NN(S(=O)(=O)c2ccc(C)cc2)C(=O)c2ccccc2O1
  TDP1 cell CPT = ?
  GCN5L2 inh = 14%
  DT40 TDP1 no CPT = ?

> CCc1ccc2[nH]c(=O)c(CN(Cc3ccco3)Cc3nnnn3Cc3ccco3)cc2c1
  TDP1 cell CPT = ?
  GCN5L2 inh = nt
  DT40 TDP1 no CPT = 13µM*

Additional structures follow:
Every second line gives: TDP1 cell CPT | GCN5L2 inh | DT40 TDP1 no CPT
CCN(CC(=O)Nc1ccc2c(c1)OCCO2)C(=O)CC1CCCC1
→ -11% | -8% | 2%
CC(C)NC(=O)CSc1nc2ccccc2c(=O)n1CCCOC(C)C
→ -7% | 1% | -19%
COc1ccc(CCc2nc(-c3ccc(-n4cccc4)cc3)no2)cc1
→ 6% | 1% | -24%
Cc1cccc(-n2c(C)cc(C(=O)C(=O)Nc3ccccc3F)c2C)c1C
→ ? | -8% | ?
O=C(O)c1cccc(S(=O)(=O)Nc2ccc(-c3ccccc3)cc2)c1
→ 8% | 3% | 1%
Cc1ccc(NNC(=O)c2snnc2C)cc1Cl
→ -13% | -2% | -21%
Cc1c(C(=O)N2CCN(Cc3ccccc3)CC2)oc2c1C(=O)CC(C)(C)C2
→ ? | -6% | ?
CC(C)N(Cc1cc2ccccc2[nH]c1=O)C(=O)C(C)(C)C
→ -12% | 2% | ?
COC(=O)c1ccc(-c2noc(CN(C)CCC3CCCCO3)n2)cc1 (centres undefined)
→ 2% | ? | ?
CCOc1ccc(OCC)c(NC(=O)C2CCN(S(=O)(=O)c3c(C)noc3/C=C/c3ccccc3F)CC2)c1
→ -4% | -9% | -7%
CCCN(CC(=O)Nc1ccccc1OC)C(=O)CNC(=O)c1ccc(C)s1
→ -1% | nt | 1%
CCOC(=O)C1=C(C)C(c2ccccc2)NC(=S)N1 (centres undefined)
→ -8% | -15% | -6%
Cc1cc(C)c(C)c(Cn2c(CO)nc3ccccc32)c1C
→ ? | 3% | ?
O=C(O)CCC(=O)NNC(=O)CCC(=O)Nc1ccccc1
→ 13% | 1% | 3%
C/C(=N\NC(=O)c1ccccc1O)C1CC1
→ -1% | 1% | -13%
CC(=O)Nc1cccc(NC(=O)CSc2nnc3ccc(-c4ccccn4)nn23)c1
→ -24% | -5% | 0%
COC(=O)[C@H](C)NS(=O)(=O)C1CC1
→ -4% | nt | -20%
COCc1cccc(-c2csc(C(O)c3ccc(F)cc3)n2)c1 (centres undefined)
→ 16µM* | nt | ?
COCCN1C(=O)C(=O)/C(=C(/O)c2ccc(S(=O)(=O)N3CCCCC3)cc2)C1c1ccc(OC)cc1 (centres undefined)
→ -11% | -8% | 9%
CCOC(=O)Cc1csc(SCC(=O)N2CCN(c3ccccc3)CC2)n1
→ -20% | -3% | -28%
COc1ccc(CCNC(=O)CSc2nnc(CNC(=O)c3ccccc3F)o2)cc1OC
→ -7% | -1% | -17%
CC(C)c1ccc(/C=C(\NC(=O)c2ccccc2)C(=O)NCCCN2CCOCC2)cc1
→ 9% | -1% | -14%
O=C(Nc1nc2c(F)cccc2s1)c1ccc(S(=O)(=O)N2CCOCC2)cc1
→ ? | -15% | -4%
O=C(Cc1c(O)c2ccccc2[nH]c1=O)N(Cc1ccccc1)Cc1ccccc1
→ -15% | -1% | 0%
CNc1nc2c(C)cccn2c(=O)c1C=Nc1ccc(OC)cc1
→ 0% | 1% | 8%
COc1ccc(-n2cc(-c3ccccc3)c3c(Nc4ccc(OC)c(OC)c4)ncnc32)cc1
→ ? | 8% | ?
Cc1csc(SCC(=O)Nc2nc3ccccc3s2)n1
→ -19% | -8% | ?
Cc1cccc(C(=O)OCC(=O)NCc2ccc3c(c2)OCO3)c1C
→ 9% | -4% | 12%
CC(C)CN1CCNC(=O)C1CC(=O)NCCc1ccc(C(F)(F)F)cc1 (centres undefined)
→ ? | 0% | ?
Cc1c(NC(NC(=O)CC(C)C)C(Cl)(Cl)Cl)c(=O)n(-c2ccccc2)n1C (centres undefined)
→ -3% | -5% | -2%

The list continues:
compound	TDP1 cell CPT	GCN5L2 inh	DT40 TDP1 no CPT
CCN(CC)C(=O)N1c2ccccc2C=Cc2ccccc21	9.2µM*	0%	10µM*
CCc1cccc(-n2nnc(-c3nc(-c4ccc5c(c4)OCO5)no3)c2C)c1	?	-6%	?
COc1ccc(NC(=O)CCNS(=O)(=O)c2ccc3c(c2)CCC(=O)N3)cc1	3%	-1%	3%
O=C(Nc1cccc(S(=O)(=O)N2CCCCCC2)c1)c1cc(=O)c2ccccc2o1	23µM*	-5%	13µM*
Cc1c(-c2ccc(F)cc2)nc(N)c(C#N)c1-c1cccs1	-15%	-5%	-9%
CCCCOC(=O)c1cc(=O)[nH]c(=O)[nH]1	20%	-9%	-1%
CS(=O)(=O)N1CCC2(CC1)CN(c1ccccc1)C2	-17%	-11%	?
Cc1ccccc1Nc1nc(N)nc(COC(=O)[C@@H](NC(=O)c2c(F)cccc2F)C(C)C)n1	10%	-1%	?
Cn1cccc1C(=O)N1CCC2(CCCN(c3cccc(-c4ccccc4)c3)C2)CC1	?	0%	13µM*
CN(Cc1nnc(-c2ccc(F)cc2)o1)c1ccccc1	-28%	0%	-19%
COc1ccc(CN2CC(C(=O)NCCC3=CCCCC3)CC2=O)cc1 (centres undefined)	-26%	3%	-15%
Cc1ccc(NC(=O)c2ccco2)c(NC(=O)c2cccs2)c1	-2%	-1%	-9%
O=C(NCCCN1CCOCC1)c1ccc2c(c1)N(Cc1ccc(Cl)cc1)C(=O)c1ccccc1S2=O (centres undefined)	?	-1%	?
O=C(O)CCC(=O)NNc1ccccc1[N+](=O)[O-]	12%	-2%	-8%
COC(=O)c1cc(-c2c(C)nn(-c3ccccc3)c2C)n[nH]1	?	2%	?
CC(=O)Nc1ccc(Nc2nc(C)nc3c2oc2ccccc23)cc1	?	-6%	?
COc1ccc(C(=O)Nc2ccccc2C(=O)Nc2ccncc2)cc1	?	-5%	16µM*
O=C1C(=O)c2ccccc2C(O)=C1c1ccccc1F	-24%	-10%	?
C[C@]12CC[C@@H]3c4ccc(O)cc4CC[C@H]3[C@@H]1CC[C@@H]2OC(=O)CCC1CCCC1	-11%&4%&-2%	nt	8%&0%&-2%
Cc1cc(NS(=O)(=O)c2ccc(NC(=O)COc3cc(C)c(Br)cc3C(C)C)cc2)no1	?	-14%	?
CC(=O)Nc1cncc(-c2cccc(S(C)(=O)=O)c2)n1	1%	nt	-1%
Cc1cccc(NC(c2ccc(O)cc2)c2ccc3ccc(C)nc3c2O)n1 (centres undefined)	23µM*	-9%	16µM*
O=C1CC(N2CCN(Cc3ccc4c(c3)OCO4)CC2)C(=O)N1c1ccccc1 (centres undefined)	-29%	-11%	-11%
COC(=O)c1ccc(C(=O)OCCCc2nc3ccc(N)cc3[nH]2)cc1	-21%	-5%	-26%
Cn1c(=O)c2cc(NC(=O)NCCc3cccs3)ccc2n1Cc1ccccc1	?	nt	26%
COc1ccc(/C=C/C(=O)NC(=S)Nc2ccc(S(=O)(=O)Nc3cc(OC)ncn3)cc2)cc1	-3%	-12%	2%
NC(=O)c1ccc(C23CC4CC(CC(C4)C2)C3)o1	-12%	-1%	-1%
CCCSc1nc2c(c(=O)[nH]c(=O)n2C)n1Cc1ccc(C)cc1	-6%	3%	-15%
CCOc1cccc(-c2nn3c(-c4ccco4)nnc3s2)c1	?	-3%	?
CCOC(=O)c1csc(NC(=O)c2ccc(S(=O)(=O)N(C)C)cc2)n1	-27%	-4%	-28%
OCC1OC(c2ccc(OCc3ccccc3)cc2OCc2ccccc2)C(O)C1O (centres undefined)	10µM*	nt	9.2µM*
O=c1cc(N2CCCCC2)c(-c2ccccc2)nn1Cc1ccccc1	?	-5%	?
O=C(OCC(=O)N1CCOCC1)c1cc(=O)[nH]c2ccccc12	-5%	0%	-7%
CCCS(=O)(=O)NC(=O)C1(C)CCN(C(=O)CSc2ccccc2)C1 (centres undefined)	-7%	nt	3%

Screening data from PubChem.
